# Screening results as filed in PubChem BioAssay.
# Growth percent in the NCI-60 one-dose screen (48 h, 10 µM unless noted): 100 = growth as untreated, 0 = no growth, -100 = all killed.
# MDA-MB-468: MDA-MB-468 breast cancer; 8.5% of 78,000 active
# MCF7: MCF7 breast cancer; 6.3% of 82,000 active
# MOLT-4: MOLT-4 leukemia cells. 6.9% of 80,000 active. AID 1794779
# SR: SR leukemia cells; 8.7% of 73,000 active; AID 1794780
# K-562: K-562 leukemia | 7.4% of 78,000 active | AID 1794777
# RPMI-8226: RPMI-8226 leukemia cells; 7.5% of 77,000 active
# MDA-MB-435: MDA-MB-435 melanoma; 7.8% of 82,000 active
# MDA-MB-231: MDA-MB-231 breast cancer; AID 1794789; 5% of 81,000 active
# Numbers without * were called inactive; nt = not tested or not shown. How the source made its calls: active means growth percent below 10; inactive means the rest.
# Short keys: A = MDA-MB-468; B = MCF7; C = MOLT-4; D = SR; E = K-562; F = RPMI-8226; G = MDA-MB-435; H = MDA-MB-231
1: COc1ccc(-c2cc(-c3cc(OC)ccc3OC)nc(SCC(=O)c3ccccc3)c2C#N)cc1
  A: 106.0; B: 98.3; C: nt; D: 83.3; E: 105.2; F: 105.2; G: 102.8; H: 94.4
2: CCC(C)SC1=NC=NC2=NC=NC21 (stereo not given)
  A: 83.7; B: 98.9; C: 105.0; D: 101.5; E: 85.8; F: 76.0; G: 96.1; H: 101.8
3: Cc1ccc(Nc2ccc(Nc3ccc(C)cc3S(=O)(=O)O)c3c2C(=O)c2ccccc2C3=O)c(S(=O)(=O)O)c1
  A: 104.0; B: 92.2; C: 116.3; D: 107.6; E: 100.2; F: 87.8; G: 103.1; H: 95.6
4: NC(=S)NNC(=O)c1ccncc1
  A: 105.3; B: nt; C: 95.3; D: 87.6; E: 95.9; F: 103.8; G: 102.0; H: 108.0
5: [2H]C([2H])([2H])Oc1ccc2ncc(C#Cc3cncc(C(=O)Nc4ccc(CN5CCN(C)CC5)c(C(F)(F)F)c4)c3)n2n1
  A: -90.3*; B: -61.0*; C: -13.6*; D: -10.0*; E: 1.3*; F: nt; G: -67.2*; H: -90.5*
6: OC(COc1ccccc1Cl)CN1CCCCC1 (stereo not given)
  A: 121.5; B: 109.6; C: 106.3; D: 122.1; E: 111.9; F: 104.1; G: nt; H: 117.3
7: O=C(Cn1cc[n+](CC(=O)c2ccc([N+](=O)[O-])cc2)c1)Nc1cccc2cccnc12
  A: 48.0; B: 86.7; C: 103.0; D: 116.3; E: 78.7; F: 74.8; G: 101.0; H: 81.2
8: O=C1c2cc(Br)ccc2-c2ccc(Br)c3cccc1c23
  A: 139.9; B: 77.6; C: 84.4; D: nt; E: 92.0; F: 99.6; G: 116.4; H: 95.4
9: O=[N+]([O-])c1ccc(N/N=C/CCl)c([N+](=O)[O-])c1
  A: 103.4; B: 93.9; C: 61.6; D: 96.6; E: 108.1; F: 116.5; G: 105.7; H: 88.3
10: N#Cc1ccc[n+](CCBr)c1
  A: 101.3; B: 104.3; C: 82.5; D: 90.3; E: 95.2; F: 99.5; G: 97.8; H: 102.5

# Molecules shown so far that contain a carbonyl joined to an NH by a bond outside any ring:
# Short keys: A = MDA-MB-468; B = MCF7; C = MOLT-4; D = SR; E = K-562; F = RPMI-8226; G = MDA-MB-435; H = MDA-MB-231
4: NC(=S)NNC(=O)c1ccncc1
  A: 105.3; B: nt; C: 95.3; D: 87.6; E: 95.9; F: 103.8; G: 102.0; H: 108.0
5: [2H]C([2H])([2H])Oc1ccc2ncc(C#Cc3cncc(C(=O)Nc4ccc(CN5CCN(C)CC5)c(C(F)(F)F)c4)c3)n2n1
  A: -90.3*; B: -61.0*; C: -13.6*; D: -10.0*; E: 1.3*; F: nt; G: -67.2*; H: -90.5*
7: O=C(Cn1cc[n+](CC(=O)c2ccc([N+](=O)[O-])cc2)c1)Nc1cccc2cccnc12
  A: 48.0; B: 86.7; C: 103.0; D: 116.3; E: 78.7; F: 74.8; G: 101.0; H: 81.2

# (more compounds)
# Short keys: A = MDA-MB-468; B = MCF7; C = MOLT-4; D = SR; E = K-562; F = RPMI-8226; G = MDA-MB-435; H = MDA-MB-231
11: Oc1c(N=Nc2nn[nH]n2)ccc2ccccc12
  A: 85.3; B: 73.7; C: 99.2; D: 106.2; E: 97.2; F: 89.3; G: 67.7; H: 60.4
12: CCCCS(=O)(=O)NC(=O)Nc1ccc(Cl)cc1
  A: 99.5; B: 84.1; C: 90.6; D: 134.0; E: 36.2; F: 91.7; G: 44.5; H: 97.0
13: c1ccc(CSC2=NCCN2)cc1
  A: 106.0; B: 85.1; C: 101.5; D: 134.8; E: 101.6; F: 101.1; G: 101.0; H: 119.1
14: CC(C)(C)NCCCCCO
  A: 99.0; B: 93.0; C: 89.7; D: 80.9; E: 88.4; F: 101.9; G: 101.2; H: 96.4
15: CS(=O)(=O)NC(c1ccccc1)c1ccccc1
  A: 101.0; B: 91.9; C: 98.2; D: 92.9; E: 98.8; F: 106.0; G: 102.0; H: 114.9
16: Oc1ccccc1C(O)(c1ccccc1)c1ccccc1
  A: 92.7; B: 106.5; C: 88.9; D: 93.4; E: 85.1; F: 95.8; G: 101.7; H: 88.4
17: CC(=O)N/N=C/c1ccc2c(c1)CCC2
  A: 103.0; B: 97.9; C: 94.1; D: 85.3; E: 113.6; F: 104.1; G: 110.4; H: 103.6
18: CC12CC[C@@H]3[C@]4(C)COC(c5cc(F)cc(F)c5)O[C@@H]4CC[C@@]3(C)[C@@H]1CC(C1=CCOC1=O)O2 (stereo not given in full)
  A: 37.2; B: 42.1; C: 23.1; D: 32.0; E: 28.5; F: 25.4; G: 70.3; H: 80.6
19: Cc1[nH]c(-c2cc(N)ccc2Cl)c2c1C(=O)CCCC2
  A: -5.4*; B: 12.8; C: 52.7; D: 44.8; E: 23.2; F: 12.7; G: 15.5; H: 22.0
20: CC(=O)Oc1cc2c(cc1[N+](=O)[O-])OCO2
  A: 104.4; B: 97.4; C: 109.2; D: 103.6; E: 99.0; F: nt; G: 100.4; H: 101.8
21: O=C(CN1CCN(c2cc3c(cc2F)c(=O)c(C(=O)O)cn3C2CC2)CC1)N/N=C/c1ccc(Cl)cc1
  A: 95.7; B: 94.7; C: 81.0; D: 86.3; E: 98.0; F: 94.3; G: 97.9; H: 100.6
22: O=C(OCc1ccc2c(Cl)cc(Cl)c(O)c2n1)N1CCN(C(=O)c2cc3ccccc3[nH]2)CC1
  A: 10.3; B: 25.3; C: 20.5; D: 25.3; E: 19.9; F: 40.6; G: 39.1; H: 44.7
23: COc1cc(/C=C/c2nc3ccccc3c(=O)n2-c2ccc(C#Cc3ccc(C(C)(C)C)cc3)cc2C)cc(OC)c1OC
  A: 113.9; B: 98.2; C: 90.8; D: 86.1; E: 96.0; F: 76.8; G: 89.7; H: 94.8
24: Clc1ccc(/C=N/N=c2\scc(-c3ccccc3)n2/N=C/c2ccc(Cl)cc2)cc1
  A: 126.6; B: 89.4; C: 83.3; D: 88.4; E: 106.8; F: 97.7; G: 102.1; H: 97.3
25: OCCN(CCCCN(CCO)Cc1ccccc1)Cc1ccccc1
  A: 98.9; B: 104.0; C: 123.0; D: 117.9; E: 113.1; F: 115.8; G: 99.3; H: 89.3
26: CC1(C)CC[C@]2(C(=O)O)CC[C@]3(C)C(=CCC4[C@@]5(C)C[C@@H](O)[C@@H]6OC(c7ccccc7F)OC[C@@]6(C)C5CC[C@]43C)C2C1 (stereo not given in full)
  A: 5.8*; B: 4.8*; C: 2.9*; D: 7.4*; E: 12.8; F: 10.0; G: 17.4; H: 20.5
27: O=C(OCc1ccccc1)c1ccccc1O
  A: 103.5; B: 105.0; C: 103.1; D: 104.9; E: 99.6; F: 107.5; G: 104.3; H: 114.8
28: Cc1ccccc1Nc1ncnc2nc[nH]c12
  A: 101.1; B: 92.1; C: 106.2; D: 103.8; E: 97.0; F: 99.9; G: 105.0; H: 117.3
29: CCCCNCc1ccccc1
  A: 94.8; B: 92.9; C: 113.9; D: 110.3; E: 113.9; F: 101.9; G: 95.1; H: 92.7
30: COC(=O)Cn1c(-c2ccc(C)cc2)nc2cc3nc4ccccc4nc3cc21
  A: 106.8; B: 87.3; C: 70.2; D: 70.9; E: 73.4; F: 88.8; G: 97.4; H: 89.4

# Some of the entries so far, with one line to a screen:
22. O=C(OCc1ccc2c(Cl)cc(Cl)c(O)c2n1)N1CCN(C(=O)c2cc3ccccc3[nH]2)CC1
25. OCCN(CCCCN(CCO)Cc1ccccc1)Cc1ccccc1
23. COc1cc(/C=C/c2nc3ccccc3c(=O)n2-c2ccc(C#Cc3ccc(C(C)(C)C)cc3)cc2C)cc(OC)c1OC
28. Cc1ccccc1Nc1ncnc2nc[nH]c12

screen / no.	22	25	23	28
MDA-MB-468	10.3	98.9	113.9	101.1
MCF7	25.3	104.0	98.2	92.1
MOLT-4	20.5	123.0	90.8	106.2
SR	25.3	117.9	86.1	103.8
K-562	19.9	113.1	96.0	97.0
RPMI-8226	40.6	115.8	76.8	99.9
MDA-MB-435	39.1	99.3	89.7	105.0
MDA-MB-231	44.7	89.3	94.8	117.3

# Next part:
# Short keys: A = MDA-MB-468; B = MCF7; C = MOLT-4; D = SR; E = K-562; F = RPMI-8226; G = MDA-MB-435; H = MDA-MB-231
31: O=c1n(CCCCCCn2cnn(-c3ccccc3)c2=O)cnn1-c1ccccc1
  A: 87.2; B: 90.9; C: nt; D: nt; E: 81.4; F: 87.7; G: 97.6; H: 103.0
32: O=C(NCCCNc1cc(-c2cn(-c3ccccc3)nc2-c2cccc(O)c2)ccn1)Nc1ccc(Cl)c(C(F)(F)F)c1
  A: 63.8; B: 61.1; C: 50.1; D: 55.5; E: 35.8; F: 25.6; G: 72.0; H: 58.1
33: N=C(N)c1ccc(N=Nc2ccc(N)cc2N)cc1
  A: 83.9; B: 89.8; C: 108.7; D: 97.9; E: 101.6; F: 105.4; G: 104.0; H: 88.3
34: N/C(CCSc1ccccc1N=Cc1ccccc1O)=N/O
  A: 127.5; B: 106.5; C: 112.8; D: 112.1; E: 124.9; F: 114.5; G: nt; H: 106.7
35: Cc1cc(=O)c2c(C)cccc2[nH]1
  A: 99.2; B: 99.7; C: 212.2; D: 140.5; E: 140.7; F: 60.9; G: 102.3; H: 103.7
36: COc1ccc(-n2nnc(C(=O)NCCc3c[nH]c4ccc(F)cc34)c2C)cc1
  A: 109.2; B: 95.7; C: 87.9; D: 82.1; E: nt; F: 93.3; G: 101.1; H: 97.8
37: COc1ccc(Cn2c(=O)[nH]c(=O)n(Cc3ccc(Cl)cc3)c2=O)cc1
  A: 102.4; B: 94.9; C: 102.6; D: 101.8; E: 117.6; F: 108.7; G: 110.3; H: 104.3
